STAT3 act = increases IL-6 driven STAT3 reporter signal; U3A cells, IL-6 STAT3-luciferase reporter, luminescence; 100% = signal with IL-6 EC80 alone; 190,000 compounds, 0.91% hits; activation (% of control), % at 5.6 µM;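 active = activation above the screen-wide mean of compound activation plus 3 SD, cut at about 130% in these data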;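 note: 0% = background luminescence of wells with medium and substrate only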
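Material: STAT3-luciferase reporter U3A cells. Controls: IL-6-treated wells, 100% activation. Read-out: % activation versus median of IL-6-stimulated wells. Probe or stimulus: IL-6 stimulus at 33 ng/mL final. Timing: compound 1 h, then IL-6 6 h at 37 °C. Signal: reporter luminescence signal.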
PPARg SRC-2 ag = PPARgamma-driven SRC-2 recruitment agonism. AID 1032. activation, % at 8 µM. 200,000 compounds, 0.34% hits. P37231. PPARgamma LBD-SRC-2 recruitment, biochemical; in the data active = activation above about 22%;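 note: 0% = vehicle and 100% = reference agonist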
Target sequence (P37231 whole entry, looked up, the tested form may be a part): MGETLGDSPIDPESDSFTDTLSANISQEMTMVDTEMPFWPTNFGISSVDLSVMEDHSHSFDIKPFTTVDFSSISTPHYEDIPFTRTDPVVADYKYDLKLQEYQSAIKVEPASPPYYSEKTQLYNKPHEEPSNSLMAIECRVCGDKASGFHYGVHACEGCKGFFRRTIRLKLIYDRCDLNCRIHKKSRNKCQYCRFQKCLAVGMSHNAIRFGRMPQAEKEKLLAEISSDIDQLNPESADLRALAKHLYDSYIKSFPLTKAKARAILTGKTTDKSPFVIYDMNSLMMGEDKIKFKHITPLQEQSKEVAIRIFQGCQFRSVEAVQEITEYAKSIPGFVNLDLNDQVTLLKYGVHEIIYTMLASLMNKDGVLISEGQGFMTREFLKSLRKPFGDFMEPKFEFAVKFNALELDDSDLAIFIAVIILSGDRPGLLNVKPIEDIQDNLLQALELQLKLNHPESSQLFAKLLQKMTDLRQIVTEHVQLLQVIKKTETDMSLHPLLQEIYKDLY
PPARg SRC1 recr = agonists of human PPARgamma SRC-1 coactivator recruitment. PPARgamma-SRC-1 coactivator recruitment biochemical assay. 200,000 compounds, 0.41% hits. P37231. AID 631. activation, % at 8 µM; in the data active = activation above about 19%;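 note: 0% = DMSO and 100% = reference agonist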
TNAP act hiacc = activators of human TNAP at high phosphate acceptor concentration; purified TNAP, CDP-star luminescence, 1 M DEA, 30 min; active compounds read high; 0 = EDTA background, 1 = DMSO-only activity; activation factor at 20 µM; 200,000 tested, under 10 active; AID 1136;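 active = activation factor at least 2 at 20 µM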
Target sequence (P05186 whole entry, looked up): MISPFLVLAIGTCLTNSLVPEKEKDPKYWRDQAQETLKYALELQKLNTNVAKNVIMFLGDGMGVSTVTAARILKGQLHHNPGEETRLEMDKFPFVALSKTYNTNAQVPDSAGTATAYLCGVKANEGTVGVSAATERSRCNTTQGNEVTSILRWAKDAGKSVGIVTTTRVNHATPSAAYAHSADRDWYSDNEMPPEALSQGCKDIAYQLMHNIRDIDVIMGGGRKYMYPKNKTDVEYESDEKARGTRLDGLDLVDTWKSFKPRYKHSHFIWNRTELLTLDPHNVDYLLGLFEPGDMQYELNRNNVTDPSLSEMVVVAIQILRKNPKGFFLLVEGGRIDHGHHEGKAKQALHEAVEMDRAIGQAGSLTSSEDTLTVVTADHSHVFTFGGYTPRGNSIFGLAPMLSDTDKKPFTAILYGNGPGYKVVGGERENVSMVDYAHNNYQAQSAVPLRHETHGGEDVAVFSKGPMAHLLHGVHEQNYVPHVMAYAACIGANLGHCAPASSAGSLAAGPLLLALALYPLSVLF
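Control set: EDTA negative control, DMSO positive control / Assay system: human TNAP / Quantity: TNAP 1/800 final / Evaluation: TNAP activation factor scaled between EDTA and DMSO control wells / Measured by: luminescent substrate turnover signal / Compound dosing: one dose, 20 µM / Times: 30 min enzyme reaction at room temperature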
STAT1 blocker = STAT1 signaling inhibition. NIH 3T3 STAT1-luciferase reporter, IFN-gamma, luminescence. inhibition, % at 5.5 µM. 200,000 compounds, 0.35% hits. AID 920;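 active = inhibition above a set limit, the mean inhibition across all tested compounds plus 3 SD, cut at about 34% in these data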;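 note: 0% = IFN-gamma with DMSO and 100% = IFN-gamma with 300 µM nifuroxazide; values of inactives mirror those of a sister screen read the other way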
ROMK mod = human ROMK K+ channel modulation, primary screen. B-score at 10 µM. 130,000 compounds, 2% hits. Tet-inducible ROMK, thallium flux fluorescence; actives lie on both sides. AID 1918. P48048;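 active = signal ratio slope over the read window, or its plate-corrected B-score, at least 3 SD from the plate mean, either direction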;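 note: B-score of the F/F0 ratio slope over 7 to 12 s after thallium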
TR-FRET SRC-2 ct = flags TR-FRET format artefacts in PPARgamma SRC-2 recruitment agonist screen; 200,000 compounds, 0.4% hits; TR-FRET artefact counter-screen; active compounds read high; AID 1049; TR-FRET ratio at 8 µM; in the data active = TR-FRET ratio above about 2000; note: inactives centre near 1500
bIAP act = increases bovine intestinal alkaline phosphatase activity; activation factor at 20 µM; purified bovine IAP, CDP-star luminescence, 30 min; active compounds read high; fold of DMSO-control signal, blank-subtracted; AID 1016; 200,000 compounds, 0.17% hits;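 active = activation factor of 2 or more at 20 µM, a signal rise over negative controls twice the positive control's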
PPARg SRC3 recr = agonists of human PPARgamma SRC-3 coactivator recruitment; biochemical PPARgamma/SRC-3 coactivator recruitment assay; activation, % at 8 µM; AID 731; P37231; 200,000 compounds, 0.26% hits; in the data active = activation above about 23%;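 note: 0% = DMSO and 100% = reference agonist; some compounds past the cut are filed as inactive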
STAT3 blocker = reduces IL-6 driven STAT3 reporter signal; inhibition, % at 5.5 µM; U3A cells, IL-6 STAT3-luciferase reporter, luminescence; host cell line lacks STAT1; 190,000 compounds, 0.89% hits; AID 862;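 active = inhibition above the mean inhibition across all screened compounds plus 3 SD, cut at about 44% in these data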;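 note: 0% = DMSO only wells and 100% = 100 µM nifuroxazide control wells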
bIAP inh = intestinal alkaline phosphatase (bovine) inhibition; inhibition, % at 20 µM; purified bovine IAP, CDP-star luminescence, 30 min; AID 1019; 190,000 tested, under 10 active;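 active = over 50% inhibition of intestinal alkaline phosphatase at 20 µM in the single-dose screen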
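System: Purified bovine intestinal alkaline phosphatase (IAP) enzyme | Input: IAP diluted 1/65,000,000 in the well | Also added: CDP-star chemiluminescent phosphatase substrate, 30 µM final | Dosing: 20 µM single dose | Times: Enzyme reaction for 30 min at room temperature | Detection: Luminescence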
* marks the source's active call; other numbers are inactive results.

Screening CC(C)(Oc1ccc(Cl)cc1)C(=O)Nc1ncccn1 returned STAT3 act 101, PPARg SRC-2 ag 13, PPARg SRC1 recr 4, TNAP act hiacc 1, STAT1 blocker 3, TR-FRET SRC-2 ct 1624, bIAP act 1, PPARg SRC3 recr 5, STAT3 blocker 2 and bIAP inh 2.
Screening Cn1c(C(=O)N2CCCC(C(=O)NCCCc3ccccc3)C2)cc2sccc21 (stereo unspecified) returned STAT3 act 95, PPARg SRC-2 ag 13, PPARg SRC1 recr 1, TNAP act hiacc 1, STAT1 blocker 3, TR-FRET SRC-2 ct 1681, bIAP act 1.1, PPARg SRC3 recr 8, STAT3 blocker 7 and bIAP inh -10.
For COC(=O)c1ccccc1NC(=O)N1CCN(c2ccccc2)CC1 the results were STAT3 act 78, PPARg SRC-2 ag 9, PPARg SRC1 recr 1, TNAP act hiacc 1.1, STAT1 blocker 7, ROMK mod -0.025, TR-FRET SRC-2 ct 1551, bIAP act 1, PPARg SRC3 recr 1, STAT3 blocker 32 and bIAP inh -1.
For CC(=O)c1cccc(N=C2C(=O)Nc3ccccc32)c1 the results were STAT3 act 130, PPARg SRC-2 ag -15, PPARg SRC1 recr -12, TNAP act hiacc 1, STAT1 blocker 10, TR-FRET SRC-2 ct 1391, bIAP act 0.9, PPARg SRC3 recr -6, STAT3 blocker -29 and bIAP inh 6.
N#C/C(=C\C1=C(N2CCOCC2)C(=C\c2ccccc2)/CC1)C(=O)Nc1ccccc1F was read as STAT3 act 83, PPARg SRC-2 ag -5, PPARg SRC1 recr 5, TNAP act hiacc 0.5, STAT1 blocker 6, ROMK mod -3.7*, TR-FRET SRC-2 ct 1442, bIAP act 0.9, PPARg SRC3 recr 3, STAT3 blocker 22 and bIAP inh 6.
Screening O=C(Nc1ccc2c(c1)OCO2)c1ccc(N2CCCC2)c([N+](=O)[O-])c1 returned STAT3 act 85, PPARg SRC-2 ag 7, PPARg SRC1 recr 4, TNAP act hiacc 0.9, STAT1 blocker -6, TR-FRET SRC-2 ct 1683, bIAP act 0.9, PPARg SRC3 recr 2, STAT3 blocker 21 and bIAP inh 14.
`Cc1cccc(C)c1NC(=O)CS(=O)CC(=O)NC1CCCc2ccccc21` (stereo unspecified) gave STAT3 act 102, PPARg SRC-2 ag 2, PPARg SRC1 recr 3, TNAP act hiacc 1, STAT1 blocker 6, TR-FRET SRC-2 ct 1716, bIAP act 0.9, PPARg SRC3 recr 2, STAT3 blocker 3 and bIAP inh 8.
Screening C=CCn1c(C(c2ccccc2)c2ccccc2)n[nH]c1=S returned STAT3 act 97, PPARg SRC-2 ag 2, PPARg SRC1 recr -1, TNAP act hiacc 1, STAT1 blocker 5, ROMK mod 0.78, TR-FRET SRC-2 ct 1518, bIAP act 1.2, PPARg SRC3 recr 0, STAT3 blocker 5 and bIAP inh -24.
`COc1ccc(CCNC(=O)CCn2c(=O)oc3ccccc32)cc1OC` gave STAT3 act 99, PPARg SRC-2 ag 8, PPARg SRC1 recr 3, TNAP act hiacc 1, STAT1 blocker -2, TR-FRET SRC-2 ct 1651, bIAP act 0.9, PPARg SRC3 recr 4, STAT3 blocker 1 and bIAP inh 11.
CC(C)(C)c1csc(NC(=O)Cc2cccs2)n1 was read as STAT3 act 88, PPARg SRC-2 ag 12, PPARg SRC1 recr 7, TNAP act hiacc 1, STAT1 blocker -14, ROMK mod 0.46, TR-FRET SRC-2 ct 1802, bIAP act 0.9, PPARg SRC3 recr -1, STAT3 blocker 19 and bIAP inh 14.
For COc1ccccc1C(=O)Nc1ccc(C(=O)O)cc1 the results were STAT3 act 108, PPARg SRC-2 ag 4, PPARg SRC1 recr -1, TNAP act hiacc 1, STAT1 blocker -2, TR-FRET SRC-2 ct 1483, bIAP act 0.9, PPARg SRC3 recr -3, STAT3 blocker -5 and bIAP inh 5.
`Cc1ccc(Cl)cc1NC1=C/C(=N\S(=O)(=O)c2cccs2)c2ccccc2C1=O` gave STAT3 act 132, PPARg SRC-2 ag -3, PPARg SRC1 recr 0, TNAP act hiacc 0.8, STAT1 blocker -2, ROMK mod -1.6, TR-FRET SRC-2 ct 1543, bIAP act 0.9, PPARg SRC3 recr -6, STAT3 blocker -28 and bIAP inh 13.
Screening CCOc1cc(/C=N\Nc2nc(Nc3ccccc3)nc(N3CCOCC3)n2)ccc1OC(=O)c1ccco1 returned STAT3 act 92, PPARg SRC-2 ag 2, PPARg SRC1 recr 10, TNAP act hiacc 1, STAT1 blocker -6, TR-FRET SRC-2 ct 1534, bIAP act 0.9, PPARg SRC3 recr 3, STAT3 blocker 8 and bIAP inh 12.
`CCn1ncc(CN2CCCC(C(=O)c3cccc(OC(C)C)c3)C2)c1C` (stereo unspecified) gave STAT3 act 102, PPARg SRC-2 ag 3, PPARg SRC1 recr 4, TNAP act hiacc 1, STAT1 blocker 5, ROMK mod 0.22, TR-FRET SRC-2 ct 1428, bIAP act 0.9, PPARg SRC3 recr 1, STAT3 blocker 2 and bIAP inh 8.
`O=C(Nc1ccc2c(c1)OCO2)c1c(Cl)nc2sccn12` gave STAT3 act 115, PPARg SRC-2 ag 10, PPARg SRC1 recr 5, TNAP act hiacc 1, STAT1 blocker -34, TR-FRET SRC-2 ct 1686, bIAP act 1, PPARg SRC3 recr 6, STAT3 blocker -11 and bIAP inh 5.
Screening O=S(Cc1ccccc1)CC(O)(c1ccccc1)c1ccccc1 (stereo unspecified) returned STAT3 act 104, PPARg SRC-2 ag -1, PPARg SRC1 recr -1, TNAP act hiacc 1, STAT1 blocker 7, TR-FRET SRC-2 ct 1362, bIAP act 1, PPARg SRC3 recr 7, STAT3 blocker 2 and bIAP inh 3.
Screening CCCCNC(=O)c1onc(CSc2cccc(Cl)c2)c1C(=O)O returned STAT3 act 102, PPARg SRC-2 ag 6, PPARg SRC1 recr -9, TNAP act hiacc 1, STAT1 blocker -3, TR-FRET SRC-2 ct 1419, bIAP act 0.9, PPARg SRC3 recr 4, STAT3 blocker -2 and bIAP inh 7.
Screening C=CCNC(=O)CN1C(=O)C2C3c4ccccc4C(c4ccccc43)C2C1=O (stereo unspecified) returned STAT3 act 104, PPARg SRC-2 ag 0, PPARg SRC1 recr 7, TNAP act hiacc 1, STAT1 blocker 5, ROMK mod 0.61, TR-FRET SRC-2 ct 1507, bIAP act 1.1, PPARg SRC3 recr -3, STAT3 blocker -3 and bIAP inh -6.
CCCOc1ccc(-c2nc(C#N)c(NCCCn3ccnc3)o2)cc1 was read as STAT3 act 94, PPARg SRC-2 ag -9, PPARg SRC1 recr -2, TNAP act hiacc 1, STAT1 blocker 7, TR-FRET SRC-2 ct 1330, bIAP act 1.1, PPARg SRC3 recr 3, STAT3 blocker 11 and bIAP inh -6.
C(=N\n1cnnc1)/c1ccc2ncccc2c1 was read as STAT3 act 98, PPARg SRC-2 ag 3, PPARg SRC1 recr 2, TNAP act hiacc 1, STAT1 blocker -4, ROMK mod 0.0078, TR-FRET SRC-2 ct 1612, bIAP act 0.9, PPARg SRC3 recr -2, STAT3 blocker 10 and bIAP inh 7.
Screening O=C(Nc1ccccc1)c1ccc2snnc2c1 returned STAT3 act 84, PPARg SRC-2 ag 5, PPARg SRC1 recr 3, TNAP act hiacc 1, STAT1 blocker -13, ROMK mod -0.038, TR-FRET SRC-2 ct 1384, bIAP act 1, PPARg SRC3 recr 6, STAT3 blocker 20 and bIAP inh -2.
CCCCC(=O)Nc1ccc(C(=O)NCc2ccncc2)cc1 was read as STAT3 act 100, PPARg SRC-2 ag 8, PPARg SRC1 recr -8, TNAP act hiacc 1, STAT1 blocker -1, ROMK mod 0.73, TR-FRET SRC-2 ct 1529, bIAP act 0.9, PPARg SRC3 recr -1, STAT3 blocker 3 and bIAP inh 8.
For CCC(=O)Nc1nc(C)cc(SCC(=O)OC)n1 the results were STAT3 act 111, PPARg SRC-2 ag 7, PPARg SRC1 recr 4, TNAP act hiacc 1, STAT1 blocker -2, TR-FRET SRC-2 ct 1541, bIAP act 0.9, PPARg SRC3 recr -10, STAT3 blocker -2 and bIAP inh 10.
For O=C(OCC(=O)C12CC3CC(CC(C3)C1)C2)c1cccnc1 the results were STAT3 act 106, PPARg SRC-2 ag 3, PPARg SRC1 recr 1, TNAP act hiacc 1.1, STAT1 blocker -4, ROMK mod -1.7, TR-FRET SRC-2 ct 1679, bIAP act 1.1, PPARg SRC3 recr -1, STAT3 blocker 1 and bIAP inh -6.
C=CCc1ccccc1OCC(O)CN1CCN(CCN2C(=O)c3cccc4cccc(c34)C2=O)CC1 (stereo unspecified) was read as STAT3 act 84, PPARg SRC-2 ag 8, PPARg SRC1 recr 4, TNAP act hiacc 1, STAT1 blocker 12, TR-FRET SRC-2 ct 1626, bIAP act 1.2, PPARg SRC3 recr 3, STAT3 blocker 20 and bIAP inh -22.
`COc1ccc(C(=O)Nc2ccc(N3CCN(C(=O)C(C)C)CC3)cc2)cc1[N+](=O)[O-]` gave STAT3 act 93, PPARg SRC-2 ag 5, PPARg SRC1 recr -5, TNAP act hiacc 1, STAT1 blocker 4, TR-FRET SRC-2 ct 1594, bIAP act 1.1, PPARg SRC3 recr 5, STAT3 blocker 4 and bIAP inh -7.

Reprinted at random: 4 records from the list
`COc1ccc(CCNC(=O)CCn2c(=O)oc3ccccc32)cc1OC` gave STAT3 act 99, PPARg SRC-2 ag 8, PPARg SRC1 recr 3, TNAP act hiacc 1, STAT1 blocker -2, TR-FRET SRC-2 ct 1651, bIAP act 0.9, PPARg SRC3 recr 4, STAT3 blocker 1 and bIAP inh 11.
`Cc1ccc(Cl)cc1NC1=C/C(=N\S(=O)(=O)c2cccs2)c2ccccc2C1=O` gave STAT3 act 132, PPARg SRC-2 ag -3, PPARg SRC1 recr 0, TNAP act hiacc 0.8, STAT1 blocker -2, ROMK mod -1.6, TR-FRET SRC-2 ct 1543, bIAP act 0.9, PPARg SRC3 recr -6, STAT3 blocker -28 and bIAP inh 13.
For CCC(=O)Nc1nc(C)cc(SCC(=O)OC)n1 the results were STAT3 act 111, PPARg SRC-2 ag 7, PPARg SRC1 recr 4, TNAP act hiacc 1, STAT1 blocker -2, TR-FRET SRC-2 ct 1541, bIAP act 0.9, PPARg SRC3 recr -10, STAT3 blocker -2 and bIAP inh 10.
CC(C)(C)c1csc(NC(=O)Cc2cccs2)n1 was read as STAT3 act 88, PPARg SRC-2 ag 12, PPARg SRC1 recr 7, TNAP act hiacc 1, STAT1 blocker -14, ROMK mod 0.46, TR-FRET SRC-2 ct 1802, bIAP act 0.9, PPARg SRC3 recr -1, STAT3 blocker 19 and bIAP inh 14.

Screens from PubChem BioAssay.
